Screening results as filed in PubChem.
Abeta yeast res: qHTS for compounds that reverse cellular toxicity of Amyloid beta (A-beta) peptide in yeast: Primary Screen. yeast expressing A-beta42, growth rescue, OD600, 48 h; response scale: 0% DMSO, 100% iron-clioquinol control. Potency, µM (series often up to 46.1 µM), without a hit: top-dose growth rescue, actives largely listed as activators. 0.063% of 410,000 active. AID 1347071, 2019; further: nearly all actives have a fitted effect of over 55% in size
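Growth rescue measured by 600 nm absorbance after 48 h yeast culture at 30 C with compound. Values normalized between DMSO and an equimolar ferric chloride plus clioquinol control.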
FUS yeast rescue: qHTS for Suppressors of FUS Proteinopathy: Primary screen using FUS-linked yeast assay; S. cerevisiae FUS-expressing, growth rescue, OD600, 24 h; Potency, µM (doses to about 76.6 µM), inactives show at the highest dose growth rescue (activation), most hits filed as activators; 0.24% of 390,000 active; AID 1347120, 2019;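 further: plate controls were DMSO vehicle for no effect and reference control for full effect; nearly all actives have a fitted effect of over 55% in size; some results filed as inactive show a strong effect at the top dose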
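Steps: raffinose overnight preculture; dilution to OD 0.005 in 2% galactose minimal medium; compound addition (concentration series); 24hr at 30C, 99% humidity; absorbance read at 600 nm.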
* hit, by the source's call; ? = inconclusive; [ ] = another dose, or the depositor's remark. The call rests on the fitted dose curve; in most records, active means well fitted activation curve with a large enough effect; inconclusive means small, poorly fitted or top-dose-only effect; inactive means no such curve, though single readings can be large or run the other way. Potency means the concentration at half of the fitted maximal effect.

SMILES	Abeta yeast res	FUS yeast rescue
COc1cccc2sc(N(Cc3cccnc3)C(=O)C3COc4ccccc4O3)nc12 (centres undefined)	-14%	-1%
COc1ccc(N2CCN(C(=O)c3cn(C4CCCCC4)c(=O)c4c3c3ccccc3n4C)CC2)cc1	1%	?
Cc1ccc(CNC(=O)CC2Oc3ccccc3NC2=O)cc1 (centres undefined)	-15%	11%
COc1ccc(NC(=O)CSc2nc(-c3ccco3)cc(C(F)(F)F)n2)cc1	-6%	0%
CN(C)c1ccc(C(CNC(=O)c2ccccc2)N2CCc3ccccc32)cc1 (centres undefined)	-5%	-13%
COc1ccccc1C(=O)OCc1cc(=O)n2nc(-c3cccs3)sc2n1	-11%	17%
COc1cc(C(=O)Nc2ccc(OCc3cc(=O)n4cccc(C)c4n3)cc2)cc(OC)c1OC	-11%	7%
COc1ccc(C2=C(Nc3ccc(Br)c(C)c3)c3ccccc3C2=O)cc1	-5%	0%
O=C(NCC(c1ccc2c(c1)OCO2)N1CCN(c2ccccc2)CC1)c1ccccc1 (centres undefined)	12%	-12%
COc1cccc(C(=O)Nc2nc(-c3nnn(-c4cc(C)ccc4C)c3C)ns2)c1	2%	22%
Cc1ccc(S(=O)(=O)NCCc2nnc3ccc(SCc4ccc(F)cc4)nn23)cc1	-15%	0%
COc1ccc(NC(=O)CSc2nnc(NC(=O)Nc3ccccc3)s2)cc1OC	1%	13%
O=C(O)c1ccc(Nc2nc3ccccc3c3nncn23)cc1	4%	-19%
COc1cc(NC(=O)N2CCc3c(sc4c3CCCC4)C2c2ccccc2)cc(OC)c1OC (centres undefined)	-10%	43%
COc1cc(Nc2ncc3c(n2)CCN(Cc2cccc(C)c2)C3)cc(OC)c1	-2%	-3%
O=C(NCCc1ccccc1)C1CCN(Cc2cc3ccccc3n2Cc2cccc(Cl)c2)CC1	29%	?
Cc1cc(C)cc(Oc2nc3ccccn3c(=O)c2/C=C(\C#N)c2nc3ccccc3s2)c1	-2%	10%
N#Cc1ccc(OC(=O)c2cc(-c3ccc4c(c3)OCCO4)on2)cc1	-10%	6%
CC(=O)c1c(C)oc2ccc(N(C(=O)c3ccncc3)S(=O)(=O)c3ccc(F)cc3C)cc12	3%	?
Cc1ccc(CNC(=O)NCc2noc3ccc(C)cc23)cc1	14%	12%
CCc1c(C)nc2nncn2c1NCc1ccccc1	3%	8%
CC1=C(C(=O)Nc2ccccc2)C(c2cc(Br)ccc2F)n2ncc(C(=O)Nc3ccccc3)c2N1 (centres undefined)	-14%	42%
Cn1c(-n2cccc2)c(-c2c(-c3ccc(F)cc3)[nH]c3c2c(=O)[nH]c(=O)n3C)c(=O)[nH]c1=O	-14%	-2%
CCOc1ccc(C(=O)c2cn(Cc3ccc(F)cc3)c3ccc(F)cc3c2=O)cc1	-40%[inhibitor]	29%
COc1ccccc1NC(=O)C1=C(C)Nc2nc(SCC(=O)c3ccc(C)cc3)nn2C1c1ccc(F)cc1 (centres undefined)	-6%	-15%
SMILES	Abeta yeast res	FUS yeast rescue
COc1ccc2c(c1)c(=O)c(C(=O)c1ccc(C)cc1)cn2Cc1ccccc1F	1%	?
COc1ccc(C)cc1Nc1nc2ccccc2c2nnc(C)n12	-7%	-13%
Cc1nnc(NCc2ccc(F)cc2)c2c1nnn2Cc1ccccc1Cl	-10%	-2%
CCOc1ccc(Nc2c(S(=O)(=O)c3ccc(C)cc3)cnc3cc(OC)c(OC)cc23)cc1	4%	?
COc1ccc(Cl)cc1NC(=O)c1oc2ccc(S(=O)(=O)N3CCCCC3)cc2c1C	-22%	-6%
Cc1ccc(S(=O)(=O)c2nc(-c3cccc(C)c3)oc2N2CCN(c3ccccc3)CC2)cc1	0%	-13%
COc1ccc(Cn2c(C(=O)O)c(CNCc3cccs3)c3ccc(C)cc32)cc1	-4%	?
CC(C)c1ccc(NC(=O)CSC2=Nc3ccccc3C3=NC(CC(=O)NCc4ccco4)C(=O)N23)cc1 (centres undefined)	-4%	12%
COc1cccc2c1cc1c(=O)n(CC(=O)N3CCN(c4ccccc4)CC3)nc(C)n12	-18%	-3%
CCn1cc2nc(SCC(=O)Nc3ccc(OC)cc3OC)n(Cc3ccc(Cl)cc3)c(=O)c2n1	14%	?
CCC(=O)Nc1ccc(S(=O)(=O)NCc2ccc3c(c2)CCN3C(=O)c2ccc(C)cc2)cc1	-18%	13%
Cc1ccccc1NC(=O)Cn1nnc(C(=O)NCc2cccs2)c1N	-6%	-12%
COc1ccc2c(C)cc(SCC(=O)Nc3nsc(-c4ccc(C(C)(C)C)cc4)n3)nc2c1	-21%	-32%
Cc1ccc(NC(=O)C(Cc2ccccc2)N2Cc3ccccc3C2=O)cc1Cl (centres undefined)	-12%	-9%
COc1ccc(C(=O)NCc2ccc3c(c2)CCN3C(=O)c2ccncc2)cc1	2%	-15%
COc1ccc2c(c1)CC(C(=O)NCc1ccc(F)cc1)CO2 (centres undefined)	-9%	0%
CCn1c(=O)cc(SCC(=O)NCc2ccc(Cl)cc2)c2ccccc21	2%	-16%
CC(=O)N1CCc2nc3sc(C(=O)Nc4ccc(Cl)cc4F)c(N)c3c(C(F)(F)F)c2C1	-6%	0%
CCOc1ccccc1-c1noc(CSc2nnc(-c3ccccc3)n2-c2ccc(OC)cc2)n1	-8%	-5%
CCOc1ccc(N(CC)S(=O)(=O)N2CCCC(C(=O)NCCc3ccccc3OC)C2)cc1 (centres undefined)	1%	36%
COc1ccccc1OCC(=O)Nc1c(C(=O)c2ccc(C)cc2)oc2ccccc12	-12%	-17%
COc1ccc(OC)c(NC(=O)C(Cc2ccccc2)NS(=O)(=O)c2ccc3c(c2)CCC(=O)N3)c1 (centres undefined)	-7%	-4%
Cc1noc(/C=C/c2ccccc2F)c1S(=O)(=O)N1CCC(C(=O)Nc2ccc(C#N)cc2)CC1	0%	1%
Cc1ccc(-n2ncc3c(N4CCN(c5ccc(F)cc5)CC4)ncnc32)cc1	-3%	-21%
COc1ccc(OC)c(NC(=O)CSc2ncc3c(n2)-c2ccccc2N(C)S3(=O)=O)c1	-6%	6%

Overlap with the part before: 2 entries, then new ones.
SMILES	Abeta yeast res	FUS yeast rescue
Cc1ccc(-n2ncc3c(N4CCN(c5ccc(F)cc5)CC4)ncnc32)cc1	-3%	-21%
COc1ccc(OC)c(NC(=O)CSc2ncc3c(n2)-c2ccccc2N(C)S3(=O)=O)c1	-6%	6%
COc1ccc(Cn2ccn(Cc3cccc(OC)c3)c(=O)c2=O)cc1	3%	18%
CCOc1ccccc1C(=O)NCc1ccc2c(c1)CCN2C(=O)c1ccccc1	-19%	-3%
COc1ccc(-c2cc(C(F)(F)F)nc(-n3nc(C(F)(F)F)cc3C)n2)cc1	-5%	2%
COc1cccc(NC(=O)/C(C#N)=C/c2ccc(-c3ccc(C)cc3)o2)c1	-21%	1%
Cc1ccc(Sc2c(C)nn(C(=O)COc3ccc(F)cc3)c2C)cc1	-10%	1%
CCOc1ccccc1NC(=O)Cn1c(=O)n(Cc2cccs2)c(=O)c2cccnc21	-16%	10%
CCc1ccc(-n2nc(CO)c(C(=O)NC(C)c3ccc(Cl)cc3)n2)cc1 (centres undefined)	-10%	-6%
COc1ccc(-n2cc(-c3ccccc3)nc2SCC(=O)Nc2ccccc2C)cc1	-16%	-13%
Cc1ccc(S(=O)(=O)Cc2nc(-c3ccc(C(=O)NCc4ccccc4C)cc3)oc2C)cc1	-3%	5%
COc1cccc(-c2noc(COc3cccc(C)c3C)n2)c1	-6%	-5%
Cc1cc(C)cc(NC(=O)Nc2c[nH]c(=O)[nH]c2=O)c1	-1%	-12%
Cc1ccc(S(=O)(=O)NCCc2nnc3ccc(SCC(=O)Nc4c(C)cc(C)cc4C)nn23)cc1	-12%	16%
Cc1cccc(CCNC(=O)C2CCCN(S(=O)(=O)c3ccc4c(c3)oc(=O)n4C)C2)c1 (centres undefined)	8%	-21%
Cc1ccc(N2CC(C)Cn3c2nc2c3c(=O)n(Cc3cccc(Cl)c3)c(=O)n2C)cc1 (centres undefined)	0%	1%
CCC(C(=O)Nc1ccccc1OC)n1c(C(=O)OC)cc2sc(Cl)cc21 (centres undefined)	-2%	31%
COc1ccc(NC(=O)Cn2c(SCc3ccc(F)cc3)nc3cccnc32)cc1OC	12%	8%
COc1ccc2c(C)c(CCC(=O)NCc3cccc(Cl)c3)c(=O)oc2c1	-6%	-2%
Cc1ccc(C)c(N2CCN(C(c3ccc(F)cc3)c3nnc(-c4ccccc4)o3)CC2)c1 (centres undefined)	10%	26%
CCc1ccc(-n2nc(C)c3c(C)cc(=O)n(CC(=O)Nc4ccc(F)cc4C)c32)cc1	-18%	-6%
Cc1ccc(OCCCC(=O)Nc2sc3c(c2C(N)=O)CCC(C)C3)cc1 (centres undefined)	-24%	-6%
Cc1ccc(-n2ncc3c(NCCO)ncnc32)cc1Cl	-27%	10%
CCCCC(=O)Nc1ccc(C(=O)OCc2cc(=O)n3nc(C4CC4)sc3n2)cc1	-13%	-1%
CCCCCn1c(=O)[nH]c2cc(C(=O)N3CCN(c4ccccc4)CC3)ccc2c1=O	10%	-34%
CCCCNc1nc2ccccc2c2nc(-c3ccccc3)nn12	-10%	12%
CCOC(=O)c1sc2cccc(F)c2c1S(=O)(=O)NCc1ccccc1Cl	1%	-15%

Single values from the entries so far:
`Cc1ccc(C)c(N2CCN(C(c3ccc(F)cc3)c3nnc(-c4ccccc4)o3)CC2)c1` (centres undefined) | Abeta yeast res = 10%
`CCOc1ccccc1C(=O)NCc1ccc2c(c1)CCN2C(=O)c1ccccc1` | FUS yeast rescue = -3%
`Cc1ccc(N2CC(C)Cn3c2nc2c3c(=O)n(Cc3cccc(Cl)c3)c(=O)n2C)cc1` (centres undefined) | FUS yeast rescue = 1%
`Cc1ccc(S(=O)(=O)NCCc2nnc3ccc(SCC(=O)Nc4c(C)cc(C)cc4C)nn23)cc1` | Abeta yeast res = -12%
`COc1cccc(-c2noc(COc3cccc(C)c3C)n2)c1` | FUS yeast rescue = -5%
`COc1ccc(-n2cc(-c3ccccc3)nc2SCC(=O)Nc2ccccc2C)cc1` | FUS yeast rescue = -13%

(listing goes on)
SMILES	Abeta yeast res	FUS yeast rescue
COc1ccc(C(=O)Nc2cc3c(cc2C(=O)c2ccccc2Cl)OCCO3)cc1	-2%	-21%
Cc1ccc(NC(=O)c2cc(S(=O)(=O)NC3CCCCC3)ccc2F)cc1Cl	-51%[inhibitor]	?
CCc1ccc(NC(=O)C2CCCN(S(=O)(=O)c3cccc4cccnc34)C2)cc1 (centres undefined)	-5%	-5%
CCCCN(CC)CCNC(=O)c1c(C)oc2ncnc(N3CCOCC3)c12	-14%	-12%
Cc1ccc(-c2nc3ncccc3o2)cc1NC(=O)c1ccc(-c2cccc(Cl)c2C)o1	-10%	-1%
COC(=O)c1sccc1S(=O)(=O)N(CC(=O)Nc1ccc(C)c(F)c1)c1ccc(C)c(C)c1	-20%	?
COc1ccc(N2CCN(CCCNC(=O)c3nnc(Cc4ccccc4Cl)o3)CC2)cc1	4%	-12%
Cc1cc(Nc2cccc(Cl)c2)nc2ccc(NC(=O)c3ccc(F)cc3Cl)cc12	4%	?
Cc1ccc(-c2noc(CNC(=O)COc3cc(C)c(Br)c(C)c3)n2)cc1	-8%	-15%
Cc1nc(S(=O)(=O)N2CCN(c3ccc(Cl)cc3)CC2)cn1C	-19%	-9%
COc1ccc(-c2noc(-c3ccc(NCc4ccco4)c([N+](=O)[O-])c3)n2)cc1OC	-3%	16%
O=C1CC(c2ccccc2)Sc2nc(-c3ccc(F)cc3)nn21 (centres undefined)	-21%	15%
COc1ccc(C2NC(=O)N(C)C3=C2C(=O)N(c2ccccc2)C3)cc1 (centres undefined)	-11%	-4%
Cc1cccc(C(C)C)c1NC(=O)c1ccc2c(c1)CCCN2S(C)(=O)=O	-4%	19%
CS(=O)(=O)c1ncc(N(Cc2ccccc2)Cc2ccco2)c(C(=O)Nc2cccc(C(F)(F)F)c2)n1	6%	?
O=C(c1ccco1)N(Cc1cccnc1)c1nc2c(F)cccc2s1	-40%[inhibitor]	10%
O=C(Nc1cccc(C(F)(F)F)c1)c1ccc2snnc2c1	-5%	-12%
CC(C)c1ccc(NC(=O)c2cn(C3CCCCC3)c(=O)c3c2c2ccccc2n3C)cc1	12%	-29%
CCc1nn2c(-c3ccccc3OC)ccnc2c1-c1ccc(F)cc1	-9%	22%
COC(=O)c1ccccc1NC(=O)C1CCCN(c2nnc(C)c3c(C)n(-c4ccccc4)nc23)C1 (centres undefined)	-14%	-24%
Cc1cc(C)cc(NC(=O)CSc2nc(=O)n(CCN3CCOCC3)c3c2CCC3)c1	3%	-6%
Cc1ccc(C2C=C(c3ccc(Cl)cc3)Nc3nc(NC(=O)c4ccco4)nn32)cc1 (centres undefined)	-9%	24%
CCOc1ccc(CC(=O)Nc2c(C(=O)c3ccc(Cl)cc3)oc3ccccc23)cc1OCC	-5%	-1%
COc1ccc(CCNC(=O)CCc2c(C)c3cc4c(C)coc4cc3oc2=O)cc1	-22%	-3%

Entries of single compounds as entered above:
CCC(=O)Nc1ccc(S(=O)(=O)NCc2ccc3c(c2)CCN3C(=O)c2ccc(C)cc2)cc1 as listed: Abeta yeast res = -18%; FUS yeast rescue = 13%
CCc1ccc(-n2nc(C)c3c(C)cc(=O)n(CC(=O)Nc4ccc(F)cc4C)c32)cc1 as listed: Abeta yeast res = -18%; FUS yeast rescue = -6%
Cc1ccc(-n2ncc3c(NCCO)ncnc32)cc1Cl as listed: Abeta yeast res = -27%; FUS yeast rescue = 10%

This is a subset; rates above refer to the full screens.
